MCF10A rereplic – A quantitative high throughput screen for small molecules that induce DNA re-replication in MCF 10a normal breast cells; AID 624296, 2012; hit rate 2.9% among 350,000; MCF 10A DNA re-replication, Hoechst nuclear intensity, 48 h; Potency, µM (series often up to 46.1 µM), for the others: top-dose activity, positive = re-replication, hits mostly activators; also: potency is read from the fitted curve at half-maximal effect; % of control where 0% means no effect; nearly all actives have a fitted effect of over 50% in size
S2 tox – Viability Counterscreen for Primary qHTS for Inhibitors of ATXN expression. S2 cells (HEK-293 line with an ATXN2-luciferase reporter) viability, CellTiter-Fluor protease fluorescence, 24 h. Potency, µM (top dose mostly 56.7 µM), most hits filed as cytotoxic. hit rate 0.49% among 400,000; also: potency is read from the fitted curve at half-maximal effect; nearly all actives have a fitted effect of over 40% in size
KB-3-1 cytotox – qHTS assay for MDR1-selective chemotherapeutics: Primary screen using the parental adenocarcinoma cell KB-3-1. KB-3-1 viability, CellTiter-Glo ATP luminescence, 72 h. Potency, µM (series often up to 46.1 µM), without a hit: at the highest dose activity change, negative = cytotoxic, actives largely listed as cytotoxic. hit rate 1.4% among 400,000. AID 1347075, 2019; also: potency is read from the fitted curve at half-maximal effect; % is scaled to controls: 0 for no effect and ±100 for the full control effect; nearly all actives have a fitted effect of over 60% in size
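Cytotoxicity measured as CellTiter-Glo luminescence after 72 h at 37 C. Compound titrations were pinned onto drug-naive KB-3-1 parental adenocarcinoma cells grown in DMEM with 10% FBS, and normalized data fitted to concentration-response curves.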
HT1080NT lethal – qHTS for induction of synthetic lethality in tumor cells producing 2HG: qHTS for the HT-1080-NT fibrosarcoma cell line; HT-1080-NT fibrosarcoma viability, CellTiter-Glo ATP luminescence, 48 h; Potency, µM (titrated, usually from 46.1 µM), for inactives: at the top dose activity, negative = less viability, hits mostly cytotoxic; hit rate 1.6% among 360,000;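 also: NT is the 2HG producing partner of a matched IDH1 knockdown line; potency is read from the fitted curve at half-maximal effect; 0% = DMSO-treated cells and -100% = media-only wells without cells; nearly all actives have a fitted effect of over 55% in size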
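Toxicity toward the 2HG-producing NT line was scored as %Activity, normalised to DMSO and no-cell wells, from CellTiter-Glo luminescence after 48 hours' treatment.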
IL-1B inflam inh – qHTS for Inhibitors of Inflammasome Signaling: IL-1-beta AlphaLISA Primary Screen | THP-1 LPS/ATP IL-1B secretion, AlphaLISA, 16 h; active compounds read low | activity change, % at 57.5 µM | hit rate 4.7% among 360,000; in the data active = activity change below about -50%; inconclusive = mostly about -30% to -49%; also: % is scaled to controls: 0 for no effect and ±100 for the full control effect
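Secreted IL-1B measured by AlphaLISA bead assay after 16 h compound exposure of THP-1 cells; compounds (final up to 57.5 uM) added 1 h before LPS (250 ng/mL) and ATP (1.25 mM) stimulation; lower signal means less secretion.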
HT1080 IDH1KD tx – qHTS for induction of synthetic lethality in tumor cells producing 2HG: qHTS for the HT-1080-IDH1KD cell line; HT-1080 IDH1 knockdown viability, ATP luminescence, 48 h; Potency, µM (doses to about 46.1 µM), inactives show top-dose activity, negative = toxicity, most hits filed as cytotoxic; hit rate 2% among 360,000; AID 686971, 2013;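 also: potency is read from the fitted curve at half-maximal effect; 0% = DMSO wells and -100% = cell-free medium wells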
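Cytotoxicity counter-line: IDH1KD HT-1080, 48 h, CellTiter-Glo. Curves classed by r2, magnitude and activity.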
ATXN2 expr inh – Primary qHTS for Inhibitors of ATXN expression | HEK-293 ATXN2-luciferase reporter, luminescence, 24 h | Potency, µM (highest dose often 57 µM), inactives show top-dose activity change, negative = inhibition, actives largely listed as inhibitors | hit rate 0.72% among 360,000 | AID 1745845, 2022; also: potency is read from the fitted curve at half-maximal effect; % is scaled to controls: 0 for no effect and ±100 for the full control effect; nearly all actives have a fitted effect of over 55% in size
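ATXN2-luciferase reporter cells (luciferase flanked by upstream and downstream ATXN2 gene portions) were treated 24 h at 37 °C with compounds at up to 57 uM. SteadyGlo luminescence gave expression; GF-AFC fluorescence gave viability.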
SW480 rerep – A quantitative high throughput screen for small molecules that induce DNA re-replication in SW480 colon adenocarcinoma cells. SW480 DNA re-replication, Hoechst DNA content imaging, 48 h. Potency, µM (series often up to 46.1 µM), inactives show top-dose re-replication activation, actives largely listed as activators. hit rate 1.8% among 340,000; also: potency is read from the fitted curve at half-maximal effect; % of control where 0% means no effect; nearly all actives have a fitted effect of over 55% in size
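Readout is total intensity of Hoechst-stained nuclei, excited at 405 nm and collected at 500-530 nm. Compound treatment lasted 48 hr at 37 C in 5% CO2 before staining.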
KB-V1 MDR tox – qHTS assay for MDR1-selective chemotherapeutics: Primary screen using the drug-selected MDR subline cells KB-V1; KB-V1 MDR cells viability, CellTiter-Glo, 72 h; Potency, µM (highest dose often 46.1 µM), for inactives: top-dose activity change, negative = cytotoxicity, actives largely listed as cytotoxic; hit rate 3.4% among 400,000; also: potency is read from the fitted curve at half-maximal effect; % is scaled to controls: 0 for no effect and ±100 for the full control effect; nearly all actives have a fitted effect of over 60% in size
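Cytotoxicity via CellTiter-Glo luminescence after 72 h compound exposure at 37 degrees C. Cells: drug-selected KB-V1 line, DMEM phenol-red free plus 10% FBS. Compounds tested at multiple concentrations; normalized data fitted to concentration-effect curves.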
Active calls of the source: *; i = inactive; ? = inconclusive; / = no result given; [ ] = dose if it differs, or a comment. Unless noted, calls follow the shape of the dose curve; as a rule, active = well fitted curve in the direction sought with a large enough effect; inconclusive = small, poorly fitted or top-dose-only effect, or another doubt; inactive = no such curve, though single readings can be large; an effect the other way counts as inactive or inconclusive.

structure	MCF10A rereplic	S2 tox	KB-3-1 cytotox	HT1080NT lethal	IL-1B inflam inh	HT1080 IDH1KD tx	ATXN2 expr inh	SW480 rerep	KB-V1 MDR tox
O=C(c1cc(-c2ccc(O)cc2)on1)N1CCCCCC1	7%	i	9%	11%	11	10%	63%[activator]	-3%	?
COc1ccc(OCc2cc(C(=O)N3CCN(C4CCCC4)CC3)no2)c(Cl)c1	?	i	2%	6%	-10	0%	36%[activator]	0%	?
Cc1ccc(SCC(=O)NCC2COc3ccccc3O2)cc1 (centres undefined)	-5%	i	-5%	13%	0	-3%	-16%	-4%	2%
O=S(=O)(/N=C(/Nc1cccnc1Cl)c1ccccc1)c1ccccc1	4%	i	-12%	11%	0	5%	4%	-23%	4%
Cc1ccc(NC(=O)C2CCCN(S(=O)(=O)c3c(C)noc3C)C2)cc1F (centres undefined)	-1%	i	?	-14%	-9	-11%	7%	?	-7%
CN1C(=O)/C(=C/c2ccccc2OCc2ccc(F)cc2)N(C)C1=S	0%	i	-4%	-10%	23	-12%	5%	0%	-2%
O=C(/C=C/c1cccs1)Nc1sc2c(c1C(=O)O)CCCC2	17%	i	?	-28%	18	?	-4%	?	?
O=C(CSc1nnc(CCc2nc3ccccc3[nH]2)n1-c1ccccc1)NCc1ccccc1	-1%	i	12%	2%	-2	10%	7%	0%	28%
Cc1cc(C)n(-c2cc(-c3ccccc3)nc(C)n2)n1	12%	i	9%	2%	-6	-1%	0%	14%	-23%
Cc1ccc(P(=O)(CSC(=N)N)c2ccc(C)cc2)cc1	?	?	?	-16%	-63*	?	2%	?	?
CCCCn1c(N)c(N(CCOC)C(=O)CSCc2ccc(Cl)c(Cl)c2)c(=O)[nH]c1=O	23%	i	-7%	-2%	-13	0%	-3%	9%	-12%
COc1ccc(Cl)cc1NC(=O)CNc1ccccc1N1CCOCC1	?	i	6%	9%	11	1%	-20%	7%	?
O=C(Cn1nc(C(F)(F)F)cc1C1CC1)Nc1ccccc1F	12%	i	5%	1%	-5	14%	1%	-1%	-6%
S=C(NCCCc1ccccc1)NC1CCCCC1	8%	i	-4%	?	-89*	-1%	-15%	?	0%
O=C1c2ccccc2-c2c1cccc2C(=O)N1CCOCC1	7%	i	3%	-3%	14	-3%	9%	1%	-11%
O=C(O)c1cc(S(=O)(=O)N2CCN(C(c3ccccc3)c3ccccc3)CC2)ccc1Cl	21%	i	-6%	-14%	5	-19%	-2%	-1%	4%
O=C(CCN1C(=O)C2C3C=CC(C3)C2C1=O)Nc1ccccn1 (centres undefined)	-3%	i	8%	-2%	16	-1%	3%	-9%	-1%
CCC1CCc2sc(C(=O)NNC(=S)NCC3CCCO3)cc2C1 (centres undefined)	2%	i	-4%	0%	22	-4%	/	2%	-1%
COc1ccccc1NC(=O)C1=C(C)Nc2nc(SCc3ccccc3Cl)nn2C1c1ccccn1 (centres undefined)	/	i	-6%	/	/	/	11%	/	10%
CCCCOc1ccc(C(=O)NCC(=O)NC(C)CCc2ccccc2)cc1 (centres undefined)	10%	i	/	-12%	-6	-8%	8%	-6%	/
Cc1ccc2nc(CN3CCN(C(=O)Nc4cccc(C)c4C)CC3)oc2c1	/	?	-2%	/	/	/	-13%	/	-16%
O=C(c1ccc(S(=O)(=O)Nc2ccccc2F)cc1)N1CCC1	0%	i	-10%	1%	-2	23%	-11%	-5%	2%
COc1cccc(NS(=O)(=O)c2cc3c4c(c2)CCC(=O)N4CCC3)c1	16%	i	-23%	-9%	16	-13%	1%	0%	?
CSc1ccc(CN2CCCCCC2)cc1	8%	i	20%	4%	-9	0%	0%	0%	-15%
Nc1ccn(-c2ncc(C(F)(F)F)cc2Cl)c(=O)n1	-1%	?	19%	-2%	39	1%	-10%	0%	-11%
CCCS(=O)(=O)N1CCCC(C(=O)NCCN2CCOCC2)C1 (centres undefined)	5%	i	9%	1%	9	16%	3%	1%	1%
CC1(OC(=O)CCc2ccccc2)C(=O)C=C2C=C(c3ccc(C#N)cc3)N(Cc3ccccc3)C=C2C1=O (centres undefined)	-14%	i	0%	-3%	4	?	-15%	1%	-3%
COc1cc(C(=O)OCCc2cc3ccccc3c(=O)o2)cc(OC)c1OC	15µM*	?	4.6µM*	8.2µM*	56	7.3µM*	?	8.2µM*	?
COc1ccc(S(=O)(=O)N2CCC(NC(=O)OCc3c(Cl)cccc3Cl)CC2)cc1	?	i	0%	5%	-3	-1%	5%	5%	8.2µM*
O=C(CN1C(=O)c2cccnc2Oc2ccc(Cl)cc21)NC1CCCCC1	-4%	i	0%	-1%	-4	-4%	5%	1%	-10%
O=C(NCCc1ccc2c(c1)OCCO2)c1ccccn1	-14%	i	-2%	16%	-10	9%	-22%	-28%	-21%
Cc1ccc(N(C(=O)Cn2nnc3ccccc32)C(C(=O)NCc2ccco2)c2cccnc2)cc1 (centres undefined)	1%	i	4%	-1%	-14	4%	-6%	20%	12%
COc1ccc(NCN2C(=O)C3C4C=CC(C4)C3C2=O)cc1 (centres undefined)	8%	i	15%	?	13	-29%	-14%	1%	3%
Cn1cccc1C(=O)Nc1ccc(N2CCOCC2)cc1	-3%	i	-7%	-8%	-12	-11%	-30%	-10%	0%
COc1ccc(-n2cnnc2SCC(=O)Nc2cccc([N+](=O)[O-])c2)cc1	3%	i	-2%	24%	8	7%	4%	2%	17%
CCCC(=NCC(=O)O)C1=C(O)C(C(=O)OC)C(C)(C)CC1=O (centres undefined)	-3%	i	12%	12%	3	5%	-5%	-2%[9.22 µM]	-3%
CCn1c(=O)c2sccc2n2c(CCC(=O)NCc3ccc(Cl)cc3)nnc12	/	i	-3%	/	/	/	3%	/	?
O=S1(=O)NC(=NCc2ccco2)c2ccccc21	4%	i	0%	2%	3	2%	0%	1%	2%
Cc1ccc2c(c1)-c1ccccc1S(=O)(=O)N2	-7%	i	7%	2%	0	14%	0%	-11%	4%
Cc1ccccc1-n1c(Cn2c(=O)sc3ccccc32)nnc1SCC(=O)NCC1CCCO1 (centres undefined)	1%	i	7%	2%	?	-3%	3%	-1%	3%
Cc1nc2cc(NC(=O)N3CC4(C)CC3CC(C)(C)C4)ccc2n1C (centres undefined)	-4%	i	-20%	-23%	2	-3%	4%	2%	-24%
CC(=O)Nc1ccc(NC(=O)C(C)OC(=O)/C=C/c2cccs2)cc1 (centres undefined)	-3%	/	5%	1%	20	20%	-6%	-4%	?
Cc1noc(NS(=O)(=O)c2ccc(N/C=C/C(=O)c3cccnc3)cc2)c1C	?	i	5%	1%	6	8%	-8%	8%	0%
CCOC(=O)C1CCN(c2cc(=O)n(-c3ccccc3Cl)c(=O)[nH]2)CC1	-9%	i	-8%	4%	10	-9%	2%	19%	-6%
COC(=O)c1ccccc1N(C)S(C)(=O)=O	-2%	?	1%	2%	0	3%	-2%	-10%	9%

Nothing new here: entries from further up.
structure	MCF10A rereplic	S2 tox	KB-3-1 cytotox	HT1080NT lethal	IL-1B inflam inh	HT1080 IDH1KD tx	ATXN2 expr inh	SW480 rerep	KB-V1 MDR tox
COc1ccc(-n2cnnc2SCC(=O)Nc2cccc([N+](=O)[O-])c2)cc1	3%	i	-2%	24%	8	7%	4%	2%	17%
CCCC(=NCC(=O)O)C1=C(O)C(C(=O)OC)C(C)(C)CC1=O (centres undefined)	-3%	i	12%	12%	3	5%	-5%	-2%[9.22 µM]	-3%
CCn1c(=O)c2sccc2n2c(CCC(=O)NCc3ccc(Cl)cc3)nnc12	/	i	-3%	/	/	/	3%	/	?
O=S1(=O)NC(=NCc2ccco2)c2ccccc21	4%	i	0%	2%	3	2%	0%	1%	2%
Cc1ccc2c(c1)-c1ccccc1S(=O)(=O)N2	-7%	i	7%	2%	0	14%	0%	-11%	4%
Cc1ccccc1-n1c(Cn2c(=O)sc3ccccc32)nnc1SCC(=O)NCC1CCCO1 (centres undefined)	1%	i	7%	2%	?	-3%	3%	-1%	3%
Cc1nc2cc(NC(=O)N3CC4(C)CC3CC(C)(C)C4)ccc2n1C (centres undefined)	-4%	i	-20%	-23%	2	-3%	4%	2%	-24%
CC(=O)Nc1ccc(NC(=O)C(C)OC(=O)/C=C/c2cccs2)cc1 (centres undefined)	-3%	/	5%	1%	20	20%	-6%	-4%	?

Rows were taken by chance, and some 11% of all compounds hit somewhere here.
